STAT1 activator: activators of IFN-gamma induced STAT1 signaling. NIH 3T3 STAT1-luciferase reporter, luminescence; 100% = IFN-gamma alone, no compound. 200,000 tested, 2.6% active. activation (% of control), % at 5.5 µM. AID 932;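 active = activation above the screen-wide mean activation plus 3 SD, cut at about 130% in these data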;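 note: raw ratio to IFN-gamma control signal so 100% means no change and 0% no light; values of inactives mirror those of a sister screen read the other way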
Hsp70 activator: transcriptional activators of Hsp70; 200,000 tested, 0.04% active; AID 1203; activation, % at 10 µM; HeLa Hsp70 promoter luciferase reporter, luminescence; scaled: vehicle 0, proteasome-inhibitor control 100%;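 active = activation above the mean across all tested compounds plus 3 SD, cutoff set per campaign, cut at about 5.5% in these data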;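 note: 100% = MG132 at 30 µM as the positive control and 0% = DMSO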
NF-kB expr up: NF-kB expression increase, human neuronal cells | NF-kB reporter expression; hits give high values | 190,000 tested, 1.6% active | AID 1239 | fold change at 12.5 µM; in the data active = fold change above about 3.3
STAT3 inh: STAT3 signaling inhibition; U3A cells, IL-6 STAT3-luciferase reporter, luminescence; host cell line lacks STAT1; inhibition, % at 5.5 µM; 190,000 tested, 0.89% active; AID 862;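 active = inhibition above the mean inhibition across all screened compounds plus 3 SD, cut at about 44% in these data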;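 note: 0% = DMSO only wells and 100% = 100 µM nifuroxazide control wells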
APP 5'UTR act: activates APP 5'UTR luciferase reporter. SH-SY5Y APP 5'UTR luciferase reporter, luminescence; zero percent = DMSO vehicle wells. activation, % at 2 µM. 190,000 tested, 1% active. AID 1276;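 active = activation above a set limit, based on mean plus 3 SD of controls, cut at about 140% in these data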; note: values of inactives mirror those of a sister screen read the other way
Efa HMGR inh: blocks class II HMG-CoA reductase of Enterococcus faecalis. purified E. faecalis HMGR, NADPH absorbance 340 nm kinetic. inhibition, % at 10 µM. 190,000 tested, 0.41% active;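 active = inhibition above a set limit, the median over all tested compounds plus 3 SD, cut at about 9.5% in these data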;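 note: enzyme runs in reverse so mevalonate oxidation gives rising NADPH absorbance; 0% = complete reaction with DMSO and 100% = background rate lacking mevalonate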
STAT1 inh: reduces IFN-gamma driven STAT1 reporter signal; NIH 3T3 STAT1-luciferase reporter, luminescence; inhibition, % at 5.5 µM; 200,000 tested, 0.35% active; AID 920;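 active = inhibition above a set limit, the mean inhibition across all tested compounds plus 3 SD, cut at about 34% in these data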;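 note: 0% = IFN-gamma with DMSO and 100% = IFN-gamma with 300 µM nifuroxazide; values of inactives mirror those of a sister screen read the other way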
DTT redox prof: compounds producing H2O2 with reducing agent – biochemical, NIH compound library profiling, artefact control for MLSCN library redox annotation, primary screen | activation, % at 10 µM | DTT-dependent redox cycling H2O2, phenol red/HRP absorbance; 100% = 100 µM peroxide control, 0% = buffer | 200,000 tested, 0.03% active;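 active = activation of at least 50% relative to the plate's high and low controls in the primary single-dose screen; inactive = activation below 50%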;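 note: compound incubated with DTT at 0.8 mM final as the reducing agent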
STAT3 activator: increases IL-6 driven STAT3 reporter signal; U3A cells, IL-6 STAT3-luciferase reporter, luminescence; 100% = signal with IL-6 EC80 alone; activation (% of control), % at 5.6 µM; 190,000 tested, 0.91% active; AID 871;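 active = activation above the screen-wide mean of compound activation plus 3 SD, cut at about 130% in these data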;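 note: 0% = background luminescence of wells with medium and substrate only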
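Test system: Human STAT1-deficient U3A cells with stable STAT3-luciferase reporter | Also added: Interleukin-6, 33 ng/mL | Timing: Compound pre-incubation 1 h before IL-6, then 6 h stimulation at 37 °C | Technique: Luciferase reporter luminescence | Read-out: Percent of IL-6-only median luminescence | Benchmarks: IL-6-only wells as 100% reference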
TLR4-MyD88 BLA: TLR4-MyD88 interaction inhibition in cells | O00206+Q99836 | HeLa CL3-4 TLR4/MyD88 BLA complementation, FRET ratio | inhibition, % at 8.4 µM | 200,000 tested, 0.18% active | AID 861; in the data active = inhibition above about 25%;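 note: 0% = vehicle and 100% = reference inhibitor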
Target sequence (O00206 whole entry, looked up): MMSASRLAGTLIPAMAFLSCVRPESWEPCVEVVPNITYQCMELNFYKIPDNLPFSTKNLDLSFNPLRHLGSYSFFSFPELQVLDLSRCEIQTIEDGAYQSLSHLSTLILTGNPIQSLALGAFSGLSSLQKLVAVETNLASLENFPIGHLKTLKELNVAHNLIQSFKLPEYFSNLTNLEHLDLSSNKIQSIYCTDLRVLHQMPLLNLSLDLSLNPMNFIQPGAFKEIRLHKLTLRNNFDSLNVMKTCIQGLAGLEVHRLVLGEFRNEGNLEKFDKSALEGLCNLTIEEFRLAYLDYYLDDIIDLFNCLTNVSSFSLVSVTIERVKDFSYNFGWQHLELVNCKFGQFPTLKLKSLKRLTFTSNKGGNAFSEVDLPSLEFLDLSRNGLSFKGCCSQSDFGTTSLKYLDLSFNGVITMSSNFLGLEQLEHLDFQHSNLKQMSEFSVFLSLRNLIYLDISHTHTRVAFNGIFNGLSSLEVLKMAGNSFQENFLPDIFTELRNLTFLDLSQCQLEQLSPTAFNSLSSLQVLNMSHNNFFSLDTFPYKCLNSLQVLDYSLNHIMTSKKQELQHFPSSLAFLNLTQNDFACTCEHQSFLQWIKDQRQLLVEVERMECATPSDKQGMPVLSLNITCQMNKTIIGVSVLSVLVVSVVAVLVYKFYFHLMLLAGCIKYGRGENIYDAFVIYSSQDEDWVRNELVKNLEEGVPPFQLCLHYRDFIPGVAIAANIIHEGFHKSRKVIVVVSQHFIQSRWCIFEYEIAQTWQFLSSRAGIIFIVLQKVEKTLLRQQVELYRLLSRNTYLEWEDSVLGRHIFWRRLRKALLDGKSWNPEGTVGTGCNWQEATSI
Target sequence (Q99836 whole entry, looked up): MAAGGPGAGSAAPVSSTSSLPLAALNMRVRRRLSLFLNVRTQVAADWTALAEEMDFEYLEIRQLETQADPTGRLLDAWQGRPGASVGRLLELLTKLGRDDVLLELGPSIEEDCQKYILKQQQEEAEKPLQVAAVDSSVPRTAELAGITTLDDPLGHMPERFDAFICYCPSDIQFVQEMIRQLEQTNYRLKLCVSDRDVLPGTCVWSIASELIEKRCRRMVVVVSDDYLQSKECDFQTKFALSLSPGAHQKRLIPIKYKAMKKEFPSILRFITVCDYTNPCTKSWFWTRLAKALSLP
Active calls of the source: *; . = not tested or not shown.

Values in the order – STAT3 activator	DTT redox prof	Efa HMGR inh	APP 5'UTR act	STAT3 inh	TLR4-MyD88 BLA	Hsp70 activator	STAT1 activator	NF-kB expr up	STAT1 inh
COc1ccc(C(=O)Nc2ccc(C(=O)NCCc3ccc(OC)c(OC)c3)cc2)cc1
  99	0.7	6	4	7	-17	0.0	92	1.1	7
CC(C)NC(=O)CC(=O)N/N=C/c1ccccc1F
  94	-0.1	3	-1	17	4	-0.4	97	1.3	4
COc1ccc2c(c1)c1nnc(SC)nc1n2C
  160*	2.3	1	11	-65	4	0.0	124	1.3	-27
Cc1ccc(C)c(N=C2CCCN2Cc2ccccc2)c1C#N
  99	0.6	13*	6	3	4	-0.2	103	1	0
Cc1ccccc1-c1nc(-c2ccc(NC(=O)c3cccs3)cc2)no1
  97	1.4	1	59	14	1	-0.1	120	1.9	-22
c1nc(NC2CCCC2)c2[nH]cnc2n1
  91	-0.7	-3	8	11	-3	-0.2	95	0.99	3
Cc1cc(C)c(C#N)c(N)n1
  104	0.0	-4	3	-2	-5	-0.1	103	1.1	-5
c1cn2cc(CSC3CCCCC3)nc2s1
  103	2.5	0	99	-4	-4	-0.2	134*	2.7	-37
COc1ccc(C(C(=O)Nc2ccc(F)cc2)N(C(=O)Cn2nnc3ccccc32)C2CC2)cc1 (stereo not drawn)
  101	1.4	-1	-1	1	6	0.2	94	0.62	6
COc1ccc(N2CCN(C(=O)CN3C(=O)c4ccccc4S3(=O)=O)CC2)cc1
  110	2.6	1	-5	-7	3	-0.2	101	0.86	-1
CCN(CC)S(=O)(=O)c1ccc(N2CCOCC2)c(NC(=O)c2cccc3ccccc23)c1
  102	0.9	5	5	-7	7	-0.4	105	0.56	-5
N#Cc1c(N)n(CCOC(=O)c2ccc(Cl)cc2)c2nc3ccccc3nc12
  101	-4.9	-1	10	2	-15	-0.3	108	1	-8
Cc1ccc(OCc2nnc(SCC(=O)O)n2N)cc1
  101	1.8	-7	0	4	-4	-0.2	92	0.98	8
COc1ccc(NC(=O)C2CCCN(c3nccc(C)n3)C2)cc1 (stereo not drawn)
  98	0.0	-3	9	8	1	0.2	102	1.1	-4
CN(CCOc1ccccc1)CC(=O)Nc1ccc(Cl)cc1[N+](=O)[O-]
  97	-2.1	-4	14	6	-6	-0.3	93	1.1	7
C=CCNC(=O)/C(C#N)=C\c1cc(Cl)c(O)c(OCC)c1
  97	-0.1	-5	12	2	2	-0.2	104	1.1	-4
CCOc1ccc(S(=O)(=O)Nc2ccc3c(c2)c2c(n3S(=O)(=O)c3ccc(OCC)cc3)CCCC2=O)cc1
  99	0.7	-7	-5	4	0	-0.3	104	0.98	-4
Cc1cc2cc(CN(CCN3CCOCC3)C(=O)Nc3ccccc3F)c(=O)[nH]c2cc1C
  102	-0.1	-5	8	4	2	0.1	102	0.91	-2
COc1ccc(C(C)NC(=O)C2CCCO2)cc1OC (stereo not drawn)
  101	0.1	-2	-5	0	-14	0.1	110	1.2	-11
Cc1ccc(Nc2ncnc3sc(C)c(C)c23)cc1C
  92	-3.8	-7	-22	11	-2	-0.1	110	1.6	-11
Cn1c(=O)[nH]c(=O)c2c1nc(Br)n2Cc1ccccc1F
  99	-0.1	.	11	4	-14	-0.1	98	.	2
COc1ccc(NS(=O)(=O)c2ccc(NC(=O)C3CCCO3)cc2)cc1 (stereo not drawn)
  84	3.7	-3	4	23	-2	-0.4	88	0.95	13
Fc1ccc(NC(=S)NCCc2ccccc2)c(F)c1F
  77	-4.3	-5	2	32	-11	-0.2	83	1.2	19
CCN(Cc1ccccc1)C(=O)COC(=O)c1n[nH]c2ccccc12
  87	0.1	5	0	19	8	0.0	110	1.3	-11
Cn1c(/C=C(\C#N)C(N)=S)ccc1-c1ccc(Br)cc1
  83	0.0	-13	11	26	-4	-0.2	96	1.1	2
COc1ccc(NC(=O)c2cc(=O)[nH]c(=O)[nH]2)cc1S(=O)(=O)Nc1ccccc1Cl
  101	0.0	-7	0	7	-1	-0.4	105	1.1	-7
Cn1cnnc1SCC(=O)c1ccc(OC(F)F)cc1
  101	-19	-6	-9	6	-10	-0.2	95	1.1	5
Cc1oc(-c2cccc(C(F)(F)F)c2)nc1CN1CCOCC1
  105	-0.3	-3	2	-2	7	-0.5	110	1.1	-12
CCCc1nnc(NC(=S)Nc2ccccc2)s1
  94	0.5	-8	53	11	-2	-0.1	128	1.4	-28
Cc1c(CCOC(=O)CC23CC4CC(CC(C4)C2)C3)sc[n+]1CC(=O)c1ccccc1
  107	-0.5	-7	4	-3	1	-0.4	87	0.8	13

The list goes on; it opens with the three that closed the last part.
Values in the order – STAT3 activator	DTT redox prof	Efa HMGR inh	APP 5'UTR act	STAT3 inh	TLR4-MyD88 BLA	Hsp70 activator	STAT1 activator	NF-kB expr up	STAT1 inh
Cc1oc(-c2cccc(C(F)(F)F)c2)nc1CN1CCOCC1
  105	-0.3	-3	2	-2	7	-0.5	110	1.1	-12
CCCc1nnc(NC(=S)Nc2ccccc2)s1
  94	0.5	-8	53	11	-2	-0.1	128	1.4	-28
Cc1c(CCOC(=O)CC23CC4CC(CC(C4)C2)C3)sc[n+]1CC(=O)c1ccccc1
  107	-0.5	-7	4	-3	1	-0.4	87	0.8	13
Cc1c(Cc2ccccc2)c(=O)oc2cc(OC(=O)c3ccccc3)ccc12
  99	-0.9	-2	-15	10	9	0.0	105	1.3	-8
COCCn1c(C)cc(C(=O)COC(=O)c2ccc(NC(=O)CC#N)cc2)c1C
  106	0.1	0	149*	-3	2	0.0	134*	1.1	-37
CC(=O)Nc1ccc(S(=O)(=O)N2CCN(C(C)CCc3ccccc3)CC2)cc1 (stereo not drawn)
  97	0.2	-1	-12	4	-11	-0.5	95	1.1	4
CC(NC(=O)Cc1ccccc1F)c1ccc(F)cc1 (stereo not drawn)
  100	0.0	-2	-8	8	3	0.1	106	1.1	-7
CCOC(=O)c1sc(C)c2c1NC(c1ccc(Cl)cc1)NC2=O (stereo not drawn)
  100	1.4	-3	-6	9	8	-0.2	101	1.4	-2
CCN(CC)c1ccc2cc(NC(=O)CCC(=O)O)c(=O)oc2c1
  45	-1.7	-3	-52	70*	58*	-0.3	77	0.32	26
COC(=O)Nc1ccc(S(=O)(=O)NCCCCCC(=O)O)cc1
  99	0.0	-3	0	4	-6	0.3	101	0.97	-3
CCC(CC)=NNc1ccc([N+](=O)[O-])cc1[N+](=O)[O-]
  99	-1.4	-1	4	8	-5	0.2	102	1.1	-4
O=C(NCc1ccc2c(c1)OCO2)C1CCC(CNS(=O)(=O)c2cccc3nsnc23)CC1 (stereo not drawn)
  96	-0.6	0	0	13	-2	0.3	96	1	4
CCOC(=O)CSC1=NC(=O)/C(=C/c2ccc(OC)cc2)S1
  107	0.0	-6	26	-10	12	-0.1	119	2.6	-22
CCCCN=C1NN=C(c2cc3ccccc3o2)CS1
  89	.	1	2	14	5	-0.2	104	1.4	-4
O=C(Cc1cccs1)Nc1ccc(S(=O)(=O)Nc2ncccn2)cc1
  94	-0.3	0	12	11	-12	-0.1	98	1.1	3
O=c1cc(/C=C/c2ccccc2)oc2c1ccc1ccccc12
  88	1.6	-5	7	15	-2	-0.2	95	1.2	5
O=C(c1cnc(Cl)c(Cl)c1)N1CCC(Cc2ccccc2)CC1
  103	-0.9	-7	17	-2	-4	0.0	102	1.1	-3
C=CCn1c(NS(=O)(=O)c2ccccc2)c(S(=O)(=O)c2ccc(C)cc2)c2nc3ccccc3nc21
  110	99*	-2	6	-8	-7	-0.3	96	0.85	4
Nc1n[nH]c(N)c1N=Nc1cccc(F)c1
  100	-0.1	3	10	1	-8	-0.1	104	1.4	-5
COCCNC(=O)C1(C)Oc2ccccc2NC1=O (stereo not drawn)
  102	0.0	-3	5	2	2	0.1	102	1.2	-3
O=C(Cn1cnc2ccccc2c1=O)N1CCN(c2ccc(F)cc2)CC1
  107	-2.5	-5	-6	-10	5	-0.2	98	1.2	3
Cc1cccc(C2c3[nH]c4ccccc4c3CCN2Cc2cnn(-c3ccc(F)cc3)c2)n1 (stereo not drawn)
  150*	-0.2	-5	4	-50	-16	-0.4	101	1	-2
COc1ccc2[nH]cc(C(=O)CNc3nc(C)cs3)c2c1
  114	-7.0	0	64	-10	-9	0.2	113	1.4	-14
N#CCCn1cnc2c(=S)nc[nH]c21
  107	-0.1	-1	7	-5	-10	-0.2	100	1.1	0
CC(C)(C)NC(=O)COc1ccc(CNCCc2ccccc2)cc1
  96	0.1	1	14	6	-1	-0.2	99	1	-2
Cc1cc(N(CCO)CCO)ccc1N=Nc1cc(F)ccc1F
  123	0.4	3	19	-18	8	0.4	133*	1.1	-37
N/C(=N\OC(=O)Oc1ccccc1)c1cccc([N+](=O)[O-])c1
  101	-0.1	1	-10	-4	-13	-0.1	97	1.2	3
COc1ccccc1NS(=O)(=O)c1cc(NC(=S)NCC2CCCO2)ccc1C (stereo not drawn)
  93	-1.1	2	-2	9	-1	-0.2	90	1.1	11
CCSc1cc(N2CCOCC2)nc(-c2ccccc2)n1
  103	-0.3	0	-8	-4	-8	-0.5	99	1	1
Cc1noc(C)c1C(=O)Nc1ccccc1-c1ccccc1
  101	0.8	-2	-7	2	6	-0.2	99	0.91	4
Cc1ccsc1C(=O)N1CCN(S(=O)(=O)c2cccs2)CC1
  102	-0.7	-3	-17	2	-7	-0.1	104	1.1	-6

Looked up one by one from the entries so far:
Values in the order – STAT3 activator	DTT redox prof	Efa HMGR inh	APP 5'UTR act	STAT3 inh	TLR4-MyD88 BLA	Hsp70 activator	STAT1 activator	NF-kB expr up	STAT1 inh
O=c1cc(/C=C/c2ccccc2)oc2c1ccc1ccccc12
  88	1.6	-5	7	15	-2	-0.2	95	1.2	5
CCCCN=C1NN=C(c2cc3ccccc3o2)CS1
  89	.	1	2	14	5	-0.2	104	1.4	-4

Records listed so far marked active in DTT redox prof.
| Molecule | STAT3 activator | DTT redox prof | Efa HMGR inh | APP 5'UTR act | TLR4-MyD88 BLA | Hsp70 activator | STAT1 activator | NF-kB expr up | STAT1 inh |
| --- | --- | --- | --- | --- | --- | --- | --- | --- | --- |
| C=CCn1c(NS(=O)(=O)c2ccccc2)c(S(=O)(=O)c2ccc(C)cc2)c2nc3ccccc3nc21 | 110 | 99* | -2 | 6 | -7 | -0.3 | 96 | 0.85 | 4 |
